NR2E3 ag-1 = activates human photoreceptor nuclear receptor NR2E3; actives 0.12% (n = 320,000); GST-NR2E3/biotin-RetCOR TR-FRET, 1536-well; Q9Y5X4; inhibition of corepressor binding, % at 4.78 µM; AID 2300;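 active = percent inhibition above the cutoff of mean plus 3 SD of all tested compounds, set per screening campaign, cut at about 20% in these data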;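 note: 0% = DMSO wells and 100% = biotin wells as full block of FRET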
Target sequence (Q9Y5X4 whole entry, looked up): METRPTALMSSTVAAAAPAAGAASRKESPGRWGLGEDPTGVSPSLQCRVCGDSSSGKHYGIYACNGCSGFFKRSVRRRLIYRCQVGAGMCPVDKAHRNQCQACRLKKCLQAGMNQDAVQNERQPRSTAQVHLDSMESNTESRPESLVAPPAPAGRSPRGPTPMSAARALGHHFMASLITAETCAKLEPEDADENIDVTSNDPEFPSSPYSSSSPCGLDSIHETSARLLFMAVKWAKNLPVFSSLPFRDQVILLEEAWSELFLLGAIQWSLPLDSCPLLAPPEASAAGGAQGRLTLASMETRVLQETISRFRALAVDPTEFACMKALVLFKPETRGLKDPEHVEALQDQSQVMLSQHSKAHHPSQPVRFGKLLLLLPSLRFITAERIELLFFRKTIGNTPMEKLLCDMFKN
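Test system: GST-NR2E3 and biotin-RetCOR proteins | Quantity: 1.35 nM GST-tagged NR2E3 final | Medium: Tris pH 7.5 | Also added: 7 nM biotin-RetCOR | Dosing: Compound at 4.8 µM, single dose | Timing: 5 h at 4 °C | Detection: Time-resolved FRET | Read-out basis: Percent inhibition | Benchmarks: Biotin wells as high control, 0.6% DMSO wells as low control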
NR2E3 ag-2 = agonists of human NR2E3 nuclear receptor; actives 0.35% (n = 360,000); AID 602229; Q9Y5X4; CHO-S Gal4-NCOR/VP16-NR2E3 two-hybrid, luciferase; inhibition of corepressor binding, % at 3.98 µM;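 active = inhibition above the mean of all tested compounds plus 3 SD, cut at about 70% in these data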;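 note: 0% = DMSO with NR2E3 transfected cells and 100% = cells lacking NR2E3 construct; higher means lower luciferase signal from less NR2E3 corepressor binding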
HIF-2a inh = inhibitors of HIF-2a; 786-0 RCC cells HIF-2a reporter, luciferase luminescence, overnight; inhibition, % at 18.8 µM; actives 0.72% (n = 360,000); AID 624352;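 active = inhibition of the luminescence signal of 40% or more relative to plate controls, in a single-dose primary screen at 18.75 µM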
EBV LMP1 NFkB = inhibitors of Epstein-Barr LMP1-induced NF-kappaB reporter. LMP1-induced NF-kappaB luciferase reporter cells, luminescence. inhibition, % at 12.5 µM. actives 0.69% (n = 350,000); in the data active = inhibition above about 41%;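 note: 0% = neutral control wells and 100% = reference inhibitor control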
Peg3 prom inh = reduces Peg3 promoter-driven luciferase expression in HeLa; HeLa PEG-Prom luciferase reporter, luminescence, overnight; inhibition, % at 20 µM; actives 1.7% (n = 360,000); AID 588405;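 active = inhibition of at least 50% at 20 µM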
TRPM1 prom inh = inhibitors of MITF-driven TRPM1 promoter in melanoma cells; SK-MEL-5 TRPM1 promoter luciferase, 24 h; inhibition, % at 12.5 µM; actives 0.83% (n = 330,000);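 active = mean inhibition across replicates of 60% or more, whatever share of single replicates reaches that level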; note: values of inactives mirror those of a sister screen read the other way
CF NFkB block = blocks PAF-induced NF-kB reporter in cystic fibrosis cells; KKLEB NF-kB-GFP reporter, GFP fluorescence overnight; inhibition, % at 5 µM; actives 0.86% (n = 360,000);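 active = at least 50% inhibition at 5 µM, scaled per plate between neutral and stimulator controls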;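 note: PAF is a Pseudomonas aeruginosa culture filtrate used as stimulus; plate controls were PAF-stimulated DMSO wells for no effect and unstimulated DMSO wells for full effect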
KKLEB cytotox = reduces viability of KKLEB cystic fibrosis airway cells; KKLEB CF airway cells viability, ATPlite luminescence, overnight; hits give low values; cells stimulated with P. aeruginosa culture filtrate; actives 0.36% (n = 360,000); activity change (cytotoxicity), % at 5 µM;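 active = corrected activity change at or below -50% at 5 µM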
Shn3 inh set2 = inhibitors of Schnurri-3 3'UTR reporter in osteoblasts. actives 0.52% (n = 360,000). inhibition, % at 12.5 µM. Clone20 osteoblast Shn3 3'UTR firefly luciferase, 24 h;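 active = mean inhibition of at least 75% with every replicate also reaching 75%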;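 note: 0% = median of neutral control wells and 100% = pilot-screen positive control compound; some compounds past the cut are filed as inactive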
hiPSC survival = hiPSC single-cell survival enhancement. ATPlite luminescence; 100% = ROCK inhibitor wells, 0% = DMSO. survival enhancement, % at 20 µM. actives 0.044% (n = 360,000); in the data active = survival enhancement above about 18%;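 note: cells exposed to compounds for 16 hours before the ATP read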
TRAIL sens C8 = sensitizes caspase-8 expressing cells to TRAIL | inhibition (viability loss, TRAIL sensitization), % at 10 µM | AID 624354 | actives 1% (n = 360,000) | NB7+C8 cells + TRAIL, ATPlite viability luminescence;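 active = compounds causing at least 50% loss of cell viability in the single-dose screen, relative to plate controls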
* marks the source's active call; other numbers are inactive results; . = not tested or not shown. Only part of the results is shown; rates above refer to the full screens.

Value order: HIF-2a inh	Peg3 prom inh	hiPSC survival	Shn3 inh set2	NR2E3 ag-2	KKLEB cytotox	TRAIL sens C8	EBV LMP1 NFkB	NR2E3 ag-1	CF NFkB block	TRPM1 prom inh
CCN(CC(=O)Nc1ccc2c(c1)OCCO2)c1ccc(S(=O)(=O)N2CCOCC2)cn1
  6	9	-1.1	-4	4	3	12	-8	-2	-10	-4
CCC(=O)NC(=S)Nc1ccc(NC(=O)c2cccc([N+](=O)[O-])c2C)cc1
  -9	-7	0.0	-8	-14	4	2	7	-4	1	0
CCc1cccc(NC(=O)CN(c2ccc(C)cc2)S(=O)(=O)c2c(C)noc2C)c1
  10	45	-0.2	20	-16	-6	-2	-2	-1	12	-5
CN1CCN(c2ccc([N+](=O)[O-])cc2NC(=O)c2cccs2)CC1
  21	6	0.9	-2	4	-1	-5	2	1	-3	5
Cn1ncc(Br)c1C(=O)NCc1cccs1
  10	3	5.9	3	-1	-12	-13	0	-5	-6	-4
OCC1(CCOc2ccccc2)CCN(Cc2ccncc2)CC1
  11	-3	5.8	-16	-5	0	8	0	2	-12	7
O=C(COc1ccccc1Br)NCCc1nc2ccccc2[nH]1
  2	4	1.2	-1	-19	-8	-24	4	-5	-8	8
CCC(C)N(C(=O)c1csnn1)C(C(=O)NCc1ccc(F)cc1)c1ccccc1 (configuration not stated)
  12	4	-0.4	-6	-9	-7	-6	-3	2	10	-11
CS(=O)(=O)N1CCCC(C(=O)c2cccc(Cl)c2)C1 (configuration not stated)
  1	-1	2.3	-4	-33	3	-7	5	3	-5	-5
CC(=O)C1=C(O)C(=O)N(c2ccc(Br)cc2)C1c1ccccc1[N+](=O)[O-] (configuration not stated)
  -14	-1	0.7	-12	0	2	-1	0	1	14	5
Cc1ccc(C(=O)Oc2coc(CSc3nnc(NC(=O)C4CC4)s3)cc2=O)cc1
  -11	8	0.2	-16	-22	-5	4	-1	-1	5	0
COc1ccc(C(c2nnnn2CC2CCCO2)N2CCC(C(N)=O)CC2)cc1 (configuration not stated)
  10	4	-3.7	26	-17	-8	-2	-1	-4	-9	-5
C/C(CC(=O)Nc1cc(Cl)ccc1Cl)=N\NC(=O)COc1cccc(C)c1
  -3	9	0.0	-4	-10	2	-11	-8	0	4	0
Cn1cncc1C#Cc1ccc2cc(CCO)oc(=O)c2c1
  -15	-30	-1.2	9	-18	-1	-7	1	1	-1	-26
NC(=O)c1cccc(Nc2nc(C(N)CCc3ccccc3)cs2)n1 (configuration not stated)
  13	1	1.0	19	-35	-18	5	.	.	9	.
O=C(C1CCN(C2CCN(CC3CC=CCC3)CC2)CC1)N1CCOCC1 (configuration not stated)
  10	-6	-0.8	.	-30	3	-5	-2	-4	6	-4
COc1cccc(CNC(=O)N2CCN(c3ccccc3)CC2)c1
  0	18	0.1	7	-13	15	-8	1	5	1	7
COc1ccc2c(CN3CCCC3)cc(=O)oc2c1
  -65	-18	-0.2	-2	-29	-5	-8	.	.	8	.
O=C(C1=C[C@H](c2ccc3c(c2)OCO3)C[C@H](OCCCCO)O1)N1CCN(Cc2ccccc2)CC1
  11	-5	0.6	31	21	0	-16	6	4	-6	3
Cc1nn(Cc2ccc(Cl)c(Cl)c2)c(C)c1NC(=O)c1cc(C2CC2)on1
  3	36	1.7	56	21	-1	6	3	-2	12	.

Single values from the results shown:
For CF NFkB block, CCC(=O)NC(=S)Nc1ccc(NC(=O)c2cccc([N+](=O)[O-])c2C)cc1 has 1
For NR2E3 ag-2, CCN(CC(=O)Nc1ccc2c(c1)OCCO2)c1ccc(S(=O)(=O)N2CCOCC2)cn1 has 4

(further entries)
Value order: HIF-2a inh	Peg3 prom inh	hiPSC survival	Shn3 inh set2	NR2E3 ag-2	KKLEB cytotox	TRAIL sens C8	EBV LMP1 NFkB	NR2E3 ag-1	CF NFkB block	TRPM1 prom inh
O=C(/C=C/c1c(F)cccc1Cl)Nc1ccncc1
  -225	-174	-2.5	-34	-19	-6	-6	2	-3	-26	-30
Cc1cccc(N2CCN(CCCNC(=O)c3ccc(NC(=O)C4=CSCCO4)cc3)CC2C)c1 (configuration not stated)
  -8	5	-0.2	4	3	1	17	-6	-3	-16	5
COc1ccc(OCCn2c(=O)sc3ccccc32)cc1
  -329	-194	0.4	-39	-53	-4	0	-28	4	-7	-59
Cc1cccc(NC(=O)c2nc[nH]c2C(=O)N[C@@H](CC(C)C)C(=O)OC(C)(C)C)c1
  9	10	-2.1	-30	-19	1	21	-4	-1	8	-8
COc1ccccc1OCc1ccc(C(=O)Nc2cc(OC)c(OC)c(OC)c2)o1
  -1	14	-0.4	-17	-12	-4	-3	5	.	-14	4
CCOC(=O)c1cnn(-c2ccccc2)c1NC(=O)CN1CCCCC1
  17	10	1.2	-32	0	3	-32	0	-4	-7	-7
N/C(=N\OC(=O)Oc1ccccc1)c1ccc(Cl)cc1
  9	-2	2.9	-10	7	6	9	0	2	-15	2
COC(=O)C(Cc1ccccc1)NS(=O)(=O)c1ccc(F)cc1Br (configuration not stated)
  -4	-12	2.9	-32	7	9	3	-2	5	-3	25
O=C(O)CC1(CC(=O)Nc2ccc(F)c(Cl)c2)CCCCC1
  11	12	-0.5	9	-2	-10	-5	.	3	18	.
CC(CCn1cccn1)NC(=O)c1cc(COc2ccc(F)cc2Cl)on1 (configuration not stated)
  1	-83	-0.5	1	40	0	-10	0	0	-4	7
Cc1ccccc1C(=O)Nc1nncs1
  -12	-20	-0.9	-8	-2	-1	-4	-12	0	1	-20
Cc1ccc(Oc2cnn(-c3ccccc3)c(=O)c2Br)cc1
  -69	-7	0.9	-16	-20	11	6	-3	7	-2	-11
COc1ccc(N2C(=NC(=O)C(C)Oc3ccccc3)SC3CS(=O)(=O)CC32)cc1 (configuration not stated)
  18	8	0.3	8	-25	18	-18	-2	3	-16	2
Cc1cccc(N(C(=O)Cc2cccs2)C(C(=O)NC2CCCC2)c2ccsc2)c1 (configuration not stated)
  7	-4	2.9	11	-16	-4	2	1	.	15	-22
COc1ccc(C(CC(=O)O)NC(=O)c2cccs2)cc1 (configuration not stated)
  25	-3	-0.5	-6	-17	8	-2	9	-4	-12	5
CC(=O)/C(=N/Nc1ccccc1Cl)Sc1nnc(C(O)c2ccccc2)n1-c1ccccc1 (configuration not stated)
  14	10	0.2	11	-15	11	-8	9	-3	-1	2
CCOC(=O)c1cc(C(=O)c2cc(F)ccc2O)coc1=N
  26	2	0.0	10	-13	-9	-11	-8	2	5	-6
O[C@@H](c1cc(C(F)(F)F)nc2c(C(F)(F)F)cccc12)[C@H]1CCCCN1
  0	103*	-4.6	10	29	-10	22	-18	1	16	7
COc1ccc(/C=C2/C(=O)N(c3cccc(F)c3)N=C2C)c(OC)c1
  24	13	0.6	3	-3	-6	-10	1	0	-18	-1
C/C(=N\Nc1nc(Nc2ccccc2)nc(N2CCOCC2)n1)c1cccs1
  10	7	-0.9	41	32	-6	-5	-13	1	18	-50
CCC1CCCCN1C(=O)c1ccc(OC2CCN(C(=O)CCOC)CC2)cc1 (configuration not stated)
  -28	-28	0.4	-16	-26	8	8	4	1	-26	-1
CN(C)/C=C/C(=O)c1ccc(-c2ccc(Cl)cc2Cl)o1
  -236	-256	-2.2	-39	-13	2	7	-24	1	0	-42
COc1cc(OC)cc(C(=O)NC(C(=O)NNC(=O)CN(C)S(=O)(=O)c2ccc(C)cc2)C(C)C)c1 (configuration not stated)
  9	8	-0.4	5	3	5	-1	4	.	20	5
CCOC(=O)Cn1c(=O)oc2cc(S(=O)(=O)NCCCc3ccccc3)ccc21
  14	15	-1.6	9	-21	-6	10	-5	-2	-7	-4
Cc1ccnc(NS(=O)(=O)c2cccs2)c1
  2	23	0.3	-20	13	1	-19	-4	11	5	4
CCCCN(C(=O)NCCCCCCNC(=O)N(CCCC)C1CCS(=O)(=O)C1)C1CCS(=O)(=O)C1 (configuration not stated)
  11	-16	-0.5	-50	-7	6	-10	5	-4	-4	6
O=C1CC(N2CCN(c3ccc(O)cc3)CC2)C(=O)N1c1ccc2c(c1)OCO2 (configuration not stated)
  8	-6	-0.4	16	-8	-9	-8	-5	1	2	-6
COc1ccc2[nH]c(CN3CCN(CC=C(C)C)C(CCO)C3)c(C)c2c1 (configuration not stated)
  7	3	-0.3	-19	-6	-8	-1	7	2	9	-15
O=S(=O)(O)c1ccc(N=NNc2ccc(Br)cc2)cc1
  -26	-11	-0.1	0	-41	0	-4	1	1	-11	14
O=C(O)c1ccc(Cl)c(S(=O)(=O)N2CCC(Cc3ccccc3)CC2)c1
  6	1	0.2	1	7	5	4	-7	8	0	2
CCN=C1S/C(=C\c2sccc2C)C(=O)N1CC
  -228	-193	1.8	-53	-40	-26	2	-11	-2	32	-22
Cc1ccc(N(CC(=O)N2CCOCC2)S(=O)(=O)c2ccccc2)cc1
  10	-2	8.7	14	11	10	-5	-11	0	-2	6
O=C(C1=C(O)C(=O)N(CCOCCO)C1c1cccc([N+](=O)[O-])c1)c1cccs1 (configuration not stated)
  11	4	-0.5	-36	-5	2	18	-7	4	-7	-39
Cc1ccc(C2CC(c3cccs3)n3nc(N)nc3N2)cc1 (configuration not stated)
  -10	0	1.0	-5	4	-1	5	1	-1	4	-11
CCCc1ccc(C(=O)O/N=C(\N)c2ccccn2)cc1
  63*	108*	-0.5	75	34	-43	89*	69*	-3	7	73*
Cc1cc(C)n(CC(=O)Nc2cccc(C(F)(F)F)c2)n1
  7	19	-0.8	-15	4	1	-1	0	0	0	18
Cc1ccc(N2CCN(C(=O)N3CCCC3)CC2)cc1Cl
  3	6	0.0	-5	-20	-2	-9	-8	-1	8	3
Oc1ccccc1-c1cc(C(F)(F)C(F)F)nc(-c2ccccc2)n1
  -5	8	-0.4	-13	-17	6	1	10	2	16	10
O=C(CC[C@H]1O[C@@H](n2ccc(=O)[nH]c2=O)[C@H](O)[C@@H]1O)N[C@@H](Cc1ccccc1)C(=O)NCc1ccccc1
  13	-1	0.5	-8	8	4	-41	.	.	-6	.
C/C=C/C=[N+](\[O-])C(C)/C(=N/O)c1ccc(F)cc1 (configuration not stated)
  14	23	-1.6	-8	20	-2	5	-8	1	7	5
O=C(Cn1[nH]c(=O)c2ccccc2c1=O)NCCN1C(=O)S/C(=C\c2ccccc2)C1=O
  13	34	-1.1	43	-10	-20	2	5	.	3	1
CCc1cc(-c2nnn(CCC3COCCO3)c2CC)ccc1-c1cn(Cc2ccc3ccccc3c2)nn1 (configuration not stated)
  -20	-27	0.0	75	28	-2	14	1	.	19	.
COc1ccc(NCc2nc3ccccc3n2CCOc2ccc(C)cc2)cc1
  -198	-11	-3.1	12	-30	-8	22	-2	1	25	-7
